# hERG rescue = compounds protecting human hERG from proarrhythmic drug block. CHO-hERG, FluxOR thallium flux, dofetilide IC70 present. 310,000 compounds, 0.51% hits. AID 1511. activation (rescue from dofetilide block), less the hit threshold, % at 10 µM;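 active = activation above the mean of controls blocked by dofetilide plus 5 SD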;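 also: thallium influx through hERG after potassium depolarization seen as dye fluorescence rise; in these data hits start at about 4.7%; inactives centre near -7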
# ANO1 activ = activates or potentiates the mouse TMEM16A chloride channel | Q8BHY3 | HEK293 TMEM16A/YFP-H148Q/I152L, iodide quench fluorescence; active compounds read low | B-score at 10 µM | 340,000 compounds, 0.3% hits | AID 623877;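 active = fluorescence-ratio B-score plate-corrected deviation score at least 3 library SD below zero, with starting fluorescence score within 5 deviations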;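 also: channel opened by trigger with iodide after compound preincubation; score built on the fluorescence ratio of max minus min over baseline; more negative score means more quench and so TMEM16A activation or potentiation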
# KCNK3 inh = human KCNK3 channel inhibition, primary screen. O14649. CHO-KCNK3 thallium flux, FluxOR fluorescence; active compounds read low. B-score at 10 µM. 340,000 compounds, 0.84% hits. AID 602410;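 active = B-score under library mean minus 4 SD, starting fluorescence ratio at most library mean plus 5 SD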;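 also: more negative B-score means stronger inhibition of thallium flux through KCNK3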
# Target sequence (O14649 whole entry, looked up): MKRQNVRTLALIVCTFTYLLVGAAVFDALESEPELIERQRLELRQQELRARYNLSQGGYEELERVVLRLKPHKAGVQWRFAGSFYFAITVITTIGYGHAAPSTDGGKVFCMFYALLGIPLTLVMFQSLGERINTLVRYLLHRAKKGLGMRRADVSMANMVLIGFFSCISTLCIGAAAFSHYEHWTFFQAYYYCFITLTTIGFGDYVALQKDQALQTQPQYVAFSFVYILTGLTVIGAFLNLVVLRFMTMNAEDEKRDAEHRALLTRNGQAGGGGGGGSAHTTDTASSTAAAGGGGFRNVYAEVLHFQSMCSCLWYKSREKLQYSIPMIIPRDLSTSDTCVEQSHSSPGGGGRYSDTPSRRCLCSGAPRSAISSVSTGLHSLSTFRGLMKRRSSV
# RGS4 act = potentiators or activators of RGS4. HEK293 M3R/inducible RGS4, carbachol calcium flux Fluo4; active compounds read low. B-score at 10 µM. 310,000 compounds, 0.92% hits;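 active = B-score of the integrated calcium signal more than 4 SD below the library mean, with starting fluorescence not abnormally high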;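 also: negative B-score means reduced calcium response which marks RGS4 activation or potentiation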
#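 Reagent: ECmax carbachol challenge; Test system: M3R-expressing HEK293 line, RGS4 induced by doxycycline; Schedule: overnight RGS4 induction, 30 min dye load 37 °C, 20 min compound RT; Detection: calcium dye Fluo4 fluorescence; Read-out: Agonist-evoked peak-minus-minimum fluorescence over baseline, integrated ratio, B score.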
# KCNK9 block = human KCNK9 channel inhibition; AID 488922; HEK293 KCNK9, FluxOR thallium flux fluorescence; active compounds read low; B-score at 10 µM; 310,000 compounds, 1.2% hits;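 active = ratio B-score over 3 SD below the library mean, with starting fluorescence within 5 SD of its mean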;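 also: negative B-score means less thallium flux so channel inhibition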
# ANO1 block = inhibitors of mouse TMEM16A calcium-activated chloride channel; 310,000 compounds, 1.2% hits; AID 588511; normalized B-score (activity score, 25-100; higher = stronger inhibition) at 10 µM; Q8BHY3; HEK293 TMEM16A/YFP iodide influx fluorescence, ionomycin;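 active = ratio plate-corrected score three or more library SD toward inhibition, starting fluorescence score within five deviations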;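 also: score derived from kinetic fluorescence span divided by baseline fluorescence per well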
# KCNQ1 act = potentiates or activates the human KCNQ1 potassium channel; B-score at 10 µM; CHO-K1 KCNQ1, thallium flux FluxOR fluorescence; active compounds read high; 310,000 compounds, 0.35% hits; P51787; AID 2648;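 active = fluorescence ratio B-score, a plate-corrected score, at least three library SD, with initial intensity B-score within 5 SD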
# Target sequence (P51787 whole entry, looked up): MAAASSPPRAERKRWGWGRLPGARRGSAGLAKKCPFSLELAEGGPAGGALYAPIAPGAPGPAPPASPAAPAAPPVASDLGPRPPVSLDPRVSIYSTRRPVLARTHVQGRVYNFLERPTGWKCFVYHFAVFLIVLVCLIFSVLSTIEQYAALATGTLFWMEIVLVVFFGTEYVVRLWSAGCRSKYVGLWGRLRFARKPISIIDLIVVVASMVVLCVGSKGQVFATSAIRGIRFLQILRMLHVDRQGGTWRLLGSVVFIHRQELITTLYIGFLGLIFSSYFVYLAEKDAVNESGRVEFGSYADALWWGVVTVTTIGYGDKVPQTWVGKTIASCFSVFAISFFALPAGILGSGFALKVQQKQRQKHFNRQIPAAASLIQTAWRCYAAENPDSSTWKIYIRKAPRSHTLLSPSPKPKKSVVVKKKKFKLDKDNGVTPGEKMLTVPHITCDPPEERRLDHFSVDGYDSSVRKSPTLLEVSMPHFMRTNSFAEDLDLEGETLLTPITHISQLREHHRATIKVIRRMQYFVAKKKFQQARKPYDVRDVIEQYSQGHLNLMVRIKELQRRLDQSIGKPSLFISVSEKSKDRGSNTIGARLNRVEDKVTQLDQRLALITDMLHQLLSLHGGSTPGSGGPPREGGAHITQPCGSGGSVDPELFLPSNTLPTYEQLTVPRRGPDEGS
#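 Doses: Single concentration per compound, DMSO matched to controls | Test system: KCNQ1-transfected CHO-K1 cells | Timing: 90 min dye loading and 20 min compound exposure, both at room temperature | Measured by: Kinetic FluxOR thallium fluorescence, 10-s 1-Hz baseline, 110-s post-stimulus read | Medium: Assay buffer with matched DMSO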
# KCNQ1 inh = blocks the human KCNQ1 potassium channel | 310,000 compounds, 1.3% hits | CHO-K1 KCNQ1, FluxOR thallium flux fluorescence; active compounds read high | AID 2642 | B-score at 10 µM;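 active = compounds whose thallium flux B-score, printed positive for inhibition, exceeds three library SD while starting fluorescence stays within three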;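 also: channel opened by potassium depolarization with thallium stimulus after 20 min compound exposure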
# MrgX1 ag = agonists of human MrgX1 receptor | Q96LB2 | MrgX1-HEK293 cells, Fluo-4 calcium fluorescence, agonist mode; active compounds read high | B-score at 10 µM | 310,000 compounds, 0.44% hits;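 active = calcium response B-score plate-corrected fluorescence ratio at least 3 library SD, with starting fluorescence B-score inside 5 SD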
#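 Material: HEK293 cells stably expressing human MrgX1 receptor | Quantity: 15,000 cells per well | Times: Cells plated overnight, dye loaded 0.5 h 37 °C, 0.5 h room temperature | Measured by: Kinetic Fluo-4 NW fluorescence of intracellular calcium | Control set: Positive and negative controls per plate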
# MrgX1 PAM = allosterically activates human MrgX1 receptor signaling; B-score at 10 µM; 310,000 compounds, 0.63% hits; Q96LB2; AID 588675; MrgX1-HEK293, Fluo-4 calcium flux, FDSS; active compounds read high;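 active = plate-corrected calcium response at least 3 library SD above typical, normal starting fluorescence, not activating the receptor alone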;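 also: compound read alongside a low EC10 to EC30 dose of BAM8-22 agonist; peak minus trough fluorescence over baseline measured at the second addition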
# RGS4 inh = inhibitors of human RGS4; P49798; HEK293 M3R/RGS4 inducible, Fluo-4 calcium flux; active compounds read high; triggered by carbachol at its EC20; B-score at 10 µM; 310,000 compounds, 0.45% hits;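 active = B-score, a plate-corrected calcium signal, over three deviations above library mean, with baseline fluorescence within five deviations of library mean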;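 also: RGS4 expression induced by doxycycline in cells with stable M3 receptor; B-score is computed from the integrated fluorescence ratio over baseline after carbachol; higher B-score means a larger calcium signal and so more RGS4 inhibition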
# Active calls of the source: *; i = inactive; . = not tested or not shown.
SMILES,hERG rescue,ANO1 activ,KCNK3 inh,RGS4 act,KCNK9 block,ANO1 block,KCNQ1 act,KCNQ1 inh,MrgX1 ag,MrgX1 PAM,RGS4 inh
CS(=O)(=O)N(CC(=O)NCc1ccc2c(c1)OCO2)Cc1ccccc1,-14.2,i,i,i,i,i,i,i,i,i,i
COc1ccc(N(C(=O)Cn2nnc3ccccc32)C(C(=O)NCc2ccco2)c2ccncc2)cc1 (centres undefined),-8.4,i,i,i,i,i,i,i,i,i,i
CCCOC1CCCN(C(=O)c2ccc(OC3CCN(Cc4ccccn4)CC3)cc2)C1 (centres undefined),-3.0,i,i,i,i,i,i,i,i,i,i
O=C(NCCc1ccccc1F)N[C@@H](Cc1ccccc1)C(=O)O,-5.0,i,i,i,i,i,i,i,i,i,i
Cc1ccc(CNC(=O)CNC(=O)c2ccco2)cc1,-7.3,i,i,i,i,i,i,i,i,i,i
COc1ccc(CCNC(=O)CCNS(=O)(=O)c2cccc3nonc23)cc1OC,-4.8,i,i,i,i,i,i,i,i,i,i
O=C(N(c1ccccn1)c1ccccn1)C12CC3CC(CC(C3)C1)C2,-7.6,i,i,i,i,i,i,i,i,i,i
O=C(CSc1nc2ccccc2s1)Nc1cc(S(=O)(=O)N2CCOCC2)ccc1O,-10.5,i,i,i,i,i,i,i,i,i,i
O=C1C[C@@H](c2ccccc2)Oc2cc(O)cc(O)c21,-4.8,i,i,i,i,i,i,i,i,i,i
S=C(NCc1ccccc1)NC1CCCCC1,-16.2,i,i,i,i,i,i,i,i,i,i
O=C(CN1C(=O)CSc2ncccc21)Nc1ccccc1F,-5.2,i,i,i,i,i,i,i,i,i,i
Cn1c(Cl)c(/C=N/OC(=O)c2cccc(Cl)c2)c2ccccc21,-4.0,i,i,i,i,i,i,i,i,i,i
COc1ccc(-c2nc(NC(C)=O)sc2-c2ccccc2)cc1,-6.5,i,i,i,i,i,i,i,i,i,i
COCc1cc(/C=N\NC(=O)COc2ccc(Cl)cc2)ccc1OC,-6.5,i,i,i,i,i,i,i,i,i,i
O=C(O)c1cc(-c2ccc(N3CCOCC3)cc2)nn1-c1ccccc1Cl,-5.2,i,i,i,i,i,i,i,i,i,i
CS(=O)(=O)c1ccc2nc(NC(=O)Nc3ccccc3F)sc2c1,-5.6,i,i,i,i,i,i,i,i,i,i
COc1cc(CC(=O)Nc2ccc(Cl)c(C(F)(F)F)c2)cc(OC)c1OC,-7.7,i,i,i,i,i,i,i,i,i,i
CCOc1ccc(CN(C)CC(=O)Nc2cccc3ccccc23)cc1OC,-12.8,i,i,i,i,i,i,i,i,i,i
COC(=O)c1c(NC(=O)C2CC2)sc2c1CCN(C(C)=O)C2,-8.3,i,i,i,i,i,i,i,i,i,i
O=Cc1ccccc1Oc1ccccc1,-5.6,i,i,i,i,i,i,i,i,i,i
CCNC(=O)CSc1nnc(-c2cccs2)o1,-5.7,i,i,i,i,i,i,i,i,i,i
O=C(NCc1ccncc1)c1ccc(Cl)c(S(=O)(=O)N2CCCCC2)c1,-3.2,i,i,i,i,i,i,i,i,i,i
CC(Cn1cncn1)C(=O)N1CCN(S(=O)(=O)c2ccc(Cl)cc2)CC1 (centres undefined),-5.0,i,i,i,i,i,i,i,i,i,i
Cc1ncccc1C(=O)N1CCCC(CNC(=O)c2ccc(-c3ccccc3)cc2)C1 (centres undefined),-5.3,i,i,i,i,i,i,i,i,i,i
CC(=O)NCCC(=O)Nc1nc2c(ccc3ccccc32)s1,-8.6,i,i,i,i,i,i,i,i,i,i
CC(=O)C1=C(O)C=C(c2ccco2)CC1c1ccco1 (centres undefined),-6.5,i,i,i,i,i,i,i,i,i,i
COc1ccc(/C(N)=N/O)cc1O,-6.7,i,i,i,i,i,i,i,i,i,i
CC(=O)Nc1ccc(CN2CCC(CO)(CCOc3ccccc3)CC2)cc1,-12.8,i,i,i,i,i,i,i,i,i,i
COc1ccc(-c2cc(C(F)F)n3ncc(C(=O)N4CCSCC4)c3n2)cc1,-12.8,i,i,i,i,i,i,i,i,i,i
CN(CC(=O)Nc1ccccc1Br)C(=O)CCc1nc2ccccc2c(=O)[nH]1,-14.9,i,i,i,i,i,i,i,i,i,i
COc1ccc(OC)c(NC(=O)CCNS(=O)(=O)c2cccc3nsnc23)c1,-6.7,i,i,i,i,i,i,i,i,i,i
O=C(CCC1CCCCC1)NC1=NCCS1,-3.2,i,i,i,i,i,i,i,i,i,i
COCc1nnc(NC(=O)c2c(-c3c(Cl)cccc3Cl)noc2C)s1,-1.4,i,i,i,i,i,i,i,i,i,i
Cc1onc(-c2ccccc2Cl)c1C(=O)NCc1ccco1,-5.8,i,i,i,i,i,i,i,i,i,i
CCN(CC)CCCN1C(=O)c2oc3ccccc3c(=O)c2C1c1cccnc1 (centres undefined),-1.6,i,i,i,i,i,i,i,i,i,i
[N-]=[N+]=NC1C[C@H](n2ccc(=O)[nH]c2=O)O[C@@H]1CO (some centres undefined),-4.5,i,i,i,i,i,i,i,i,i,i
CCC(=O)N1CCc2cc(OC)c(OC)cc2C1COc1ccc(OC)cc1 (centres undefined),-11.3,i,i,i,i,i,i,i,i,i,i
O=C(c1cc(-c2ccc(Cl)cc2)on1)N1CCN(c2ccccc2)CC1,-2.3,i,i,i,i,i,i,i,i,i,i
N=C1SCC(=O)N1c1ncc(Cc2ccc(F)cc2)s1,-9.6,i,i,i,i,i,i,i,i,i,i
CCOc1ccc(NC(=S)N(CCN2CCOCC2)Cc2cc3cc4c(cc3[nH]c2=O)OCO4)cc1,-11.3,i,i,i,i,i,i,i,i,i,i
COc1ccc(NC(=O)c2cc3c(CO)cnc(C)c3oc2=Nc2cccc(C)c2)c(OC)c1,-3.5,i,i,i,i,.,i,i,.,.,i
CC1CCN(C(=O)c2ccc(CSc3ccc(Cl)cc3)cc2)CC1,-11.5,i,i,i,-8.16*,25*,i,i,i,i,i
N#Cc1cnn(-c2ncnc3sc(-c4ccccc4)cc23)c1N,-9.8,i,i,i,i,i,i,i,i,i,i
COc1ccc2c(c1)c(C(=O)N1CCN(C)CC1)c(C)n2-c1ccccc1,-8.4,i,i,i,i,i,i,i,i,i,i
NC(=O)C1CCCc2c1n(Cc1ccccc1)c1ccccc21 (centres undefined),-8.4,.,i,i,i,i,i,i,i,i,i
CSCC(C)N1CCC(N2CCC(C(=O)NCc3ccccn3)CC2)CC1 (centres undefined),-10.6,i,i,i,i,i,i,i,i,i,i
CCCCN(C(=O)c1c(C)noc1C)c1c(N)n(CCCC)c(=O)[nH]c1=O,-8.1,i,i,i,i,i,i,i,i,i,i
COC(=O)COc1ccc(S(=O)(=O)Nc2ccc3c(c2)OCO3)cc1,-12.9,i,i,i,i,i,i,i,i,i,i
Cc1ccc(CNC(=O)C(NS(=O)(=O)c2cccs2)C(C)C)cc1 (centres undefined),1.0,i,i,i,i,i,i,i,i,i,i
NC1=NC[C@@H](Cc2ccc(O)cc2)N1CCc1cc(C(F)(F)F)cc(C(F)(F)F)c1,-9.4,i,i,i,i,i,i,i,i,i,i
Cc1cc2ncc(-c3ccc(Cl)cc3)cn2n1,-3.3,i,i,i,i,i,i,i,i,i,i
COc1ccccc1CNC(=O)c1ccc(CNc2c(N3CCCC3)c(=O)c2=O)cc1,-13.2,i,i,i,i,i,i,i,i,i,i
O=C(Nc1c(F)cccc1F)c1ccc2c(c1)CCN2S(=O)(=O)c1ccccc1,-6.2,i,i,i,i,i,i,i,i,i,i
CCCCc1c(O)c2ccccc2n(CCCC)c1=O,-8.2,i,i,i,i,i,i,i,i,i,i
CC1(C)[N+]([O-])=C2C(=[N+]([O-])C1(C)C)c1ccccc1/C2=N\O,-5.4,i,i,i,i,i,i,i,i,i,i
O=C(O)COn1c(-c2ccccc2)nc2ccc([N+](=O)[O-])cc21,-7.2,i,i,i,i,i,i,i,i,i,i
CCc1ccc(NC(=O)CSc2nc3cc(C(=O)OC)ccc3c(=O)n2Cc2ccco2)cc1,-9.7,i,i,i,i,i,i,i,i,i,i
CCn1c(SCC(=O)NCc2ccco2)nnc1-c1ccc(N)cc1,-5.4,i,i,i,i,i,i,i,i,i,i
CC1CCC(=NNC(=O)c2ccccc2-n2cccc2)CC1 (centres undefined),-10.6,i,i,i,i,i,i,i,i,i,i
Cc1c(C(=O)O)sc2nc(/C=C/c3cccc(F)c3)[nH]c(=O)c12,0.8,i,i,i,i,i,i,i,i,i,i

# The listing continues:
SMILES,hERG rescue,ANO1 activ,KCNK3 inh,RGS4 act,KCNK9 block,ANO1 block,KCNQ1 act,KCNQ1 inh,MrgX1 ag,MrgX1 PAM,RGS4 inh
CCC(C(=O)Nc1ccc2c(c1)OCCO2)n1c(=O)[nH]c2ccccc2c1=O (centres undefined),-8.8,i,i,i,i,i,i,i,i,i,i
CCN1C(=O)/C(=C/C=C2/Sc3ccccc3N2CCO)SC1=S,-10.3,i,i,i,i,i,i,i,i,i,i
COC1CCCN(Cc2c(C(=O)N3CCc4ccccc4C3)nc3ccc(Cl)cn23)C1 (centres undefined),-8.7,i,i,i,i,i,i,i,i,i,i
COc1nc(OC)nc(N2CCC(C(=O)NCc3ccc(F)cc3)CC2)n1,-3.3,i,i,i,i,i,i,i,i,i,i
CC(=O)Nc1ccc(NC(=O)/C=C/c2cccc(C(F)(F)F)c2)cc1,-8.9,i,i,i,i,i,i,i,i,i,i
Cc1cc(C)cc(NC(=O)c2cccc(N3C(=O)C4C5C=CC(C5)C4C3=O)c2)c1 (centres undefined),-7.8,i,i,i,i,.,i,i,.,.,i
O=S(=O)(NC1=NCCC1)c1cccc(NC(=S)NCCc2ccccc2)c1,-4.9,i,i,i,i,i,i,i,i,i,i
Cc1ccc(S(=O)(=O)N2[C@@H](c3ccc(Cl)cc3)C(C(=O)O)=CC[C@H]2c2cccc(C)c2)cc1,.,i,i,.,.,i,.,.,i,i,.
CCOc1ccc(N(C(=O)c2snc(C(N)=O)c2N)C(C)C(=O)NC2CCCCC2)cc1 (centres undefined),-4.8,i,i,i,i,i,i,i,i,i,i

# Assay outcomes: PubChem, Johns Hopkins Ion Channel Center
